CHOP inh: blocks CHOP induction under ER stress; CHO-K1 CHOP-promoter luciferase, tunicamycin-induced, 15-18 h; inhibition, % at 10 µM; 220,000 tested, 3.8% active;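 active = compounds that reduced the stress-induced luciferase reporter signal by more than about 70% of percent inhibition, limit read from the data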;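 note: 0% = tunicamycin plus vehicle and 100% = wells without tunicamycin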
TNF death inh: TNF-alpha cell death inhibition in Jurkat FADD-/- cells; Jurkat FADD-/- TNF necroptosis rescue, ATP luminescence, 24 h; 0 = TNF only, 100 = no-TNF cells; activation (protection from cell death), % at 10 µM; 220,000 tested, 0.068% active; AID 463075;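 active = activation, meaning protection from cell death, of at least 50% relative to plate controls; inactive = activation below 50%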;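 note: necroptosis triggered by 40 ng/mL TNF-alpha added together with compound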
PPC-1+TRAIL kill: PPC-1 cancer cell killing with TRAIL present; 220,000 tested, 0.41% active; cell killing (% activity), % at 4 µM; PPC-1 cells + TRAIL, ATPLite viability luminescence;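 active = cell killing above 50% in the first pass at 4 µM, then a duplicate retest at 5 µM averaging 50% or more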;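 note: plate controls were cells with TRAIL plus DMSO for no effect and medium-only wells lacking cells for full effect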
PGE2 EP2 inh: EP2 receptor (human) inhibition; P43116; C6 glioma cells expressing human EP2, cAMP TR-FRET; cells stimulated with saturating PGE2; inhibition, % at 25 µM; 260,000 tested, 0.52% active;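 active = percent inhibition above 40 after rounding to a whole number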;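 note: rat C6 glioma host cells with rolipram phosphodiesterase inhibitor present; the protocol text gives 20 µM as final concentration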
FXIa inh 1536: inhibitors of human coagulation factor XIa | P03951 | purified FXIa, Boc-Glu-Ala-Arg-AMC fluorogenic substrate | inhibition, % at 5 µM | 220,000 tested, 0.14% active;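 active = inhibition of at least 40%; inactive = inhibition below 40%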;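 note: fluorescence of freed AMC excited at 355 nm; 0% = enzyme without compound and 100% = no enzyme blank; many of its hits are not listed in these tables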
TbHK1 inh: T. brucei hexokinase 1 inhibition. recombinant TbHK1, G6PDH-coupled NADH A340. inhibition, % at 10 µM. 220,000 tested, 0.11% active. AID 1430;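 active = inhibition of 50% or more in the single-dose primary screen; inactive = inhibition below 50%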
FXIIa inh: inhibitors of human coagulation factor XIIa. purified FXIIa, Boc-QGR-AMC fluorogenic substrate, 2 h. inhibition, % at 5 µM. 220,000 tested, 0.3% active; in the data active = inhibition above about 40%;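 note: 0% = enzyme with no compound and 100% = blank without enzyme; many of its hits are not listed in these tables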
L929 necroptosis: blocks zVAD induced death of L929 cells; AID 1377; 220,000 tested, 0.38% active; viability rescue, % at 10 µM; L929 zVAD necroptosis rescue, ATP luminescence, 24 h; with zVAD 60 µM;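 active = activation, scaled between plate controls, above about 75%, limit read from the data; inactive = activation under that limit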;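 note: 0% = zVAD with DMSO and 100% = DMSO alone without zVAD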
Wee1 stabilizer: blocks degradation of human Wee1 kinase; reporter increase, % at 5 µM; P30291; HeLa Luc-Wee1K328M stability, luciferase luminescence; 100% = proteasome inhibitor MG132 effect; 220,000 tested, 1.2% active;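 active = activation above the mean of all tested compounds plus 3 SD, set per screening run, cut at about 8.8% in these data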;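 note: cells exposed to compound for 20 h before luminescence read; 0% = DMSO alone and 100% = MG132 at 30 µM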
An asterisk follows results filed as active; / = not tested or not shown; & = joins results of further samples.

SMILES	CHOP inh	TNF death inh	PPC-1+TRAIL kill	PGE2 EP2 inh	FXIa inh 1536	TbHK1 inh	FXIIa inh	L929 necroptosis	Wee1 stabilizer
O=C(NCC(=O)N(CC1CCCO1)C(C(=O)NC1CCCC1)c1ccc(F)cc1)c1ccco1 (stereo not given)	-3	-3.7	-13	23	-2	9	5	0.6	-2
CS(=O)(=O)N1CCN(C(=O)CCC2CCCC2)CC1	-5	-2.8	10	15	9	3	18	-0.1	3
N#C/C(=C1/C(=O)Nc2ccc(Br)cc21)c1ccccn1	24	3.9	21	8	-3	-14	8	0.0	-2
CCOc1ccc2nc(N3CCCC(C(=O)NCC4CCCO4)C3)sc2c1 (stereo not given)	1	-4.9	32	11	-1	-10	16	-0.4	5
CCOc1cc(N2CCOCC2)c(OCC)cc1NC(=O)Cc1cccc2ccccc12	36	-1.5	16	11	7	0	15	-1.5	4
COC(=O)c1scc(C)c1N/N=C(\C)c1cc(F)c(Cl)cc1F	15	-0.6	9	1	-4	-17	-7	-0.8	4
CCOc1ccc(C(=S)N2CCCC2)cc1OC	6	-0.3	29	5	4	-2	16	-0.7	4
CC(C)COc1ccc(-c2nnc(-c3ccco3)o2)cc1	78*	-0.1	16	5	0	1	-3	2.6	0
N#Cc1nc(COc2ccc(F)cc2)oc1N1CCC(Cc2ccccc2)CC1	32	1.9	5	/	5	10	8	-0.7	-3
COc1cc([N+](=O)[O-])ccc1NC(=S)Nc1cccc(C(=O)O)c1	17	1.9	11	7	1	-11	9	0.8	0
Cc1ccccc1C(=O)N/N=C/c1ccc(Sc2ccccn2)o1	13	1.5	7	9	-8	-20	-2	0.5	1
Cc1sc2ncnc(Sc3ccccc3C(=O)Nc3ccc(C#N)cc3)c2c1C	-42	3.0	4	12	6	-19	10	1.9	1
COc1ccc(S(=O)(=O)N2CCC(C(=O)N3CCc4ccccc4C3)CC2)cc1Cl	49	-1.3	11	3	-7	17	5	1.0	1
CC/C(=C\C(=O)c1ccncc1)Nc1ccc(O)cc1	27	-14	20	18	4	-37	14	-0.7	0
Cc1ccc(NC(=O)C2(c3ccccc3)CCOCC2)c([N+](=O)[O-])c1	12	0.8	5	5	7	-4	9	0.5	1
CCc1ccc(OCC(=O)Nc2ccc(N3CCN(S(C)(=O)=O)CC3)cc2)cc1	2	0.5	26	6&2	13	-10	27	-0.6	-3
Cc1cc(C)c(C)c(S(=O)(=O)Nc2ccc(OCC(=O)O)cc2)c1C	-11	-0.6	2	14	2	-11	8	-0.7	6
O=[N+]([O-])c1ccc(N2CCN(C(=S)c3cccc([N+](=O)[O-])c3)CC2)cc1	22	-5.1	3	6	2	2	13	-0.2	2
CC(C)c1nnc(NC(=O)c2c(O)c3cccc4c3n(c2=O)CCC4)s1	104*	-4.4	9	16	4	-30	19	4.5	1
CCN(CC)CC(=O)NCc1cc(-c2ccc(OC)cc2)no1	10	-0.5	4	11	-20	3	-16	-0.1	1
BrC(/C=C\c1ccccc1)=N/Nc1nc(N2CCOCC2)nc(N2CCOCC2)n1	-7	2.4	5	6	-2	-39	11	51	1
COc1cc(/C=N/NC(=O)c2sc3ccccc3c2Cl)ccc1OC(=O)c1ccc([N+](=O)[O-])cc1	0	-4.7	-1	3	4	-41	17	0.9	0
COc1cc(/C=C2\SC(=O)NC2=O)ccc1Oc1cnccn1	-10	-0.4	12	5	2	-44	14	-0.4	-2
Cc1ccsc1C(=O)N1CCN(S(=O)(=O)c2cccs2)CC1	8	1.7	2	5	-3	-2	1	1.6	-3
O=C(Nc1nnc(-c2ccco2)s1)C1CCN(S(=O)(=O)c2ccc(Cl)cc2)CC1	/	0.0	-14	15	7	4	7	0.0	-4
CC1Cc2nc(SCC(=O)NCc3ccco3)n(Cc3ccccc3)c(=O)c2S1 (stereo not given)	23	2.3	1	10	3	-12	15	-1.1	-2
COc1cc(C(=O)Nc2nc3ccccc3[nH]2)cc(OC)c1OC	17	-1.2	23	21	1	-13	12	-0.3	-1
Cc1ccc(C(=O)Nc2oc(-c3ccccc3)cc2C#N)cc1	20	0.2	5	12	6	-18	5	1.0	1
O=S(=O)(NC1CCCC1)c1ccc(S(=O)(=O)NC2CCCC2)cc1	-4	1.7	-14	11	-4	3	10	0.9	-2
Cc1ccc(CNC(=O)C2=CCN(S(=O)(=O)c3ccc(C)cc3)CC2)cc1	21	1.9	-2	9	5	-3	8	/	3
CC(=O)N(/C=C1\SC(=S)N(c2ccccc2)C1=O)c1ccccc1	-10	-4.3	17	11	5	-9	12	0.1	10*
CCNc1nc(NC(C)C)nc(Oc2ccc(OCc3ccccc3)nn2)n1	26	-2.7	40	8&11	7	1	14	-0.3	-1
COc1ccc2c(Cl)c(C(=O)NCC3CCCO3)sc2c1Cl (stereo not given)	-8	3.4	14	24	-15	-1	9	0.4	-2
CCOC(=O)c1[nH]cc(-c2ccccc2)c1N1CCOCC1	-3	-1.2	22	15	1	-1	2	-0.6	2
O=[N+]([O-])c1cccc(C(O)C23CN4CN(CN(C4)C2)C3)c1 (stereo not given)	7	1.7	15	5	-1	-2	-1	2.6	-3
CC(C(=O)NCCN1CCOCC1)c1ccc([N+](=O)[O-])cc1 (stereo not given)	6	2.0	-8	1	9	-13	10	0.1	2
CCN(CCCNC(=O)C1CCC(=O)N1C(C)C)c1cccc(C)c1 (stereo not given)	-22	0.1	9	3	11	-8	8	0.3	2
COC(=O)c1ccccc1NC(=O)c1noc2c1CC(C(C)(C)C)CC2 (stereo not given)	23	-0.1	23	8	-15	-3	-18	-0.1	-1
O=C(NC(=S)Nc1ccccc1)c1cncc(C#Cc2ccccc2)c1	-4	-3.0	4	3	10	-7	24	0.2	4
Cc1ccc(C)c2nc(SCC(=O)N3CCCc4ccccc43)c(C#N)cc12	8	2.3	7	8	3	0	7	0.1	2
Cc1cc(N)n(-c2ccccc2)n1	12	1.8	-8	/	-3	35	7	2.2	0
CCOC(=O)CNS(=O)(=O)c1c(C)noc1C	-1	-1.8	4	8	-9	-4	11	0.5	1
CCOc1ccc(NS(=O)(=O)c2ccc(NC(C)=O)c(OC)c2)cc1	67	-0.2	-9	9	0	4	2	0.0	-2
COC(=O)CSc1nc2nc(C)cc(C)n2n1	-13	4.6	3	6	-7	-1	1	0.8	-2
Cc1cccc(C)c1NC(=O)CN1N=NC2C(=O)N(c3cccc(Cl)c3)C(=O)C21 (stereo not given)	-6	1.2	-2	5	6	42	16	0.6	0
CCC(C(=O)N1CCc2ccccc2C1)n1nc(C)n2c(cc3occc32)c1=O (stereo not given)	19	0.0	15	-4	-1	4	9	-0.5	-2
COc1ccc(OCc2nnc(SCC(=O)N3CCCc4ccccc43)n2-c2ccc(C)cc2)cc1	25	-1.6	-4	3	5	19	19	-1.1	-2
CC(C)CNC(=O)CC(=O)N/N=C/c1ccc(F)cc1	8	0.8	28	16	8	-3	15	0.6	-2

An excerpt from above, reduced to CHOP inh, PPC-1+TRAIL kill and FXIa inh 1536.
canonical_smiles	CHOP inh	PPC-1+TRAIL kill	FXIa inh 1536
O=C(NCC(=O)N(CC1CCCO1)C(C(=O)NC1CCCC1)c1ccc(F)cc1)c1ccco1 (stereo not given)	-3	-13	-2
CS(=O)(=O)N1CCN(C(=O)CCC2CCCC2)CC1	-5	10	9

Reprinted at random: 3 compounds from above.
SMILES	CHOP inh	TNF death inh	PPC-1+TRAIL kill	PGE2 EP2 inh	FXIa inh 1536	TbHK1 inh	FXIIa inh	L929 necroptosis	Wee1 stabilizer
COC(=O)c1ccccc1NC(=O)c1noc2c1CC(C(C)(C)C)CC2 (stereo not given)	23	-0.1	23	8	-15	-3	-18	-0.1	-1
CCC(C(=O)N1CCc2ccccc2C1)n1nc(C)n2c(cc3occc32)c1=O (stereo not given)	19	0.0	15	-4	-1	4	9	-0.5	-2
CCN(CCCNC(=O)C1CCC(=O)N1C(C)C)c1cccc(C)c1 (stereo not given)	-22	0.1	9	3	11	-8	8	0.3	2

New compounds follow:
SMILES	CHOP inh	TNF death inh	PPC-1+TRAIL kill	PGE2 EP2 inh	FXIa inh 1536	TbHK1 inh	FXIIa inh	L929 necroptosis	Wee1 stabilizer
O=c1c2ccccc2n(Cc2ccccc2F)c(=O)n1Cc1ccccc1F	30	-0.2	13	4	6	3	15	-0.3	-3
CCOC(=O)C1=C(O)C(=O)N(c2ccc(S(N)(=O)=O)cc2)C1c1ccc(Cl)cc1 (stereo not given)	-5	-1.3	18	14	15	-21	20	-0.3	9
CCN(C(=O)COC(=O)c1cc([N+](=O)[O-])ccc1N1CCCCC1)C1CCS(=O)(=O)C1 (stereo not given)	9	1.4	1	1	-5	-9	2	0.7	-3
Cn1c(N)c(C(=O)COC(=O)c2ccccc2NCc2ccco2)c(=O)n(C)c1=O	-6	-4.0	15	5	30	3	26	-1.0	1
C/C=C(\C)C(=O)NCCN1C2=NC[C@H](C)N2C[C@@H]1Cc1ccc(OC)cc1	-10	0.5	4	10	16	5	17	1.1	2
NC(=O)c1cccn1Cc1ccccc1Cl	-12	-0.3	12	3	3	0	-2	0.2	0
N#Cc1nc(-c2ccc(OCc3ccccc3Cl)cc2)oc1NCCCn1ccnc1	-38	-8.0	9	/	2	-1	-9	0.4	1
Cc1ccc(-c2nc3cc(C)ccc3o2)cc1	67	-2.9	31	7	-2	8	8	0.0	0
O=C(CSc1ncn(-c2ccccc2)n1)Nc1ccc2c(c1)OCO2	19	1.2	6	11	3	-1	15	3.3	1
COc1ccc(Nc2ncnc3c2cnn3-c2ccccc2)cc1OC	19	5.5	9	16	6	-1	7	2.1	-1
C=CCn1c(SCC(=O)N2CCc3ccccc3C2)nc2ccccc2c1=O	13	-3.9	12	17	4	-2	8	-0.3	0
CCNc1ccc(Br)cc(C(=O)/C=C/c2ccccc2Cl)c1=O	/	-10	/	5	/	-3	/	0.4	2
CC(=O)Nc1ccc(S(=O)(=O)Nc2nnc(CC(C)(C)C)s2)cc1	3	0.2	/	3	-4	3	3	0.5	-2
CCOC(=O)c1sc2nc(COC(=O)c3c(F)cccc3F)[nH]c(=O)c2c1C	58	0.3	7	3	-6	-1	5	4.8	-1
Cc1ccc(S(=O)(=O)N2CCCC2c2nc3ccccc3s2)cc1 (stereo not given)	28	-3.4	2	9	-9	1	-3	0.2	0
COc1ccc2c(c1)c(/C=N/Nc1ccc(C(=O)O)cc1)c(C)n2C	-7	-1.4	-4	6	3	-15	10	1.6	0
C#CCSc1nnc(-c2sc(-c3ccccc3)nc2C)n1C	25	-6.3	-4	7	2	-10	8	0.5	0
Cc1cc2cc3c(cc2nc1SCC(=O)N1c2ccccc2CC1C)OCO3 (stereo not given)	13	5.8	8	6	10	-10	18	0.0	1
O=C(O)c1cc(N/N=C/c2ccncc2)ccc1Cl	8	1.6	4	1	-2	-77	7	0.3	0
Cc1cc(=O)oc2ccc(OC(=O)CN3C(=O)c4cccc([N+](=O)[O-])c4C3=O)cc12	-23	-0.2	-15	7	0	-7	6	0.8	-1
O=C(NCc1cccnc1)c1cn(-c2ccccc2)nc1-c1ccccc1	-1	-1.4	-1	3	-2	5	8	-0.4	-1
CC1=C(NCCc2ccccc2)CCC1=O	11	-0.8	2	12	-4	8	14	-0.4	-3
O=C(COC(=O)c1c[nH]c(=O)[nH]c1=O)Nc1ccccc1Br	8	-0.4	-1	4	5	-11	8	0.8	-3
CCn1c(C)nc2cc(C(=O)N/N=C(\C)c3ccccc3O)ccc21	-11	1.5	8	8	2	-4	3	9.7	0
O=C(CN1CC[C@@]2(O)CCCC[C@H]2[C@@H]1c1ccc(F)cc1)NCc1ccco1	4	5.1	-2	10	-6	-8	-4	-0.4	0
CCOc1ccc(OCc2ccc(C(=O)OCc3ccccn3)o2)cc1	56	-0.1	8	/	0	4	10	1.8	-2

Bioassay records: PubChem, several laboratories

A portion of the library. The share of hits here may be higher or lower than overall.
